FBW7 activator – human FBW7 E3 ligase activation, primary screen; AlphaScreen FBW7–phospho-cyclin E peptide binding, activator screen; normalized activity (activation), % at 26.1 µM; 0.13% of 650,000 active; AID 1259310; in the data active = normalized activity above about 1.9%;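 also: purified mutant Fbw7 with reduced substrate affinity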
Target sequence (Q969H0 whole entry, looked up): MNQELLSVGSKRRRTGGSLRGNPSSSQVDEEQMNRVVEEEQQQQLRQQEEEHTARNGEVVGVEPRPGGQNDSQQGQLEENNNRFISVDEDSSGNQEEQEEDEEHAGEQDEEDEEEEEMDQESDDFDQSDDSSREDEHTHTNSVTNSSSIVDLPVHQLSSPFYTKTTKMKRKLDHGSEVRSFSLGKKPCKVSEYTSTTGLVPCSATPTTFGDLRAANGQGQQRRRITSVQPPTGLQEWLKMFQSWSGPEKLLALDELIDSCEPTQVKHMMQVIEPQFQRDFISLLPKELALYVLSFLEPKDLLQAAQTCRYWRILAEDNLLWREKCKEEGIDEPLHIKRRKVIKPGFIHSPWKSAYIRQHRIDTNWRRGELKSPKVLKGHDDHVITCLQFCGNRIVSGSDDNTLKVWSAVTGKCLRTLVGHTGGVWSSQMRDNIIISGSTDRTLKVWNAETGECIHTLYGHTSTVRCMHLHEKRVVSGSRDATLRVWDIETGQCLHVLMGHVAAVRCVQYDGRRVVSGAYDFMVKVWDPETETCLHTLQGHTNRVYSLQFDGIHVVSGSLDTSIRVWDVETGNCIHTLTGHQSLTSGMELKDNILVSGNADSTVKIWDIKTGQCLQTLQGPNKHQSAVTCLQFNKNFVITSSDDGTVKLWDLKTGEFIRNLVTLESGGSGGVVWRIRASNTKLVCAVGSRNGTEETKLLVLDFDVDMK
MITF primary – human MITF inhibition, primary screen | inhibition, % at 2.6 µM | 0.91% of 650,000 active | AID 1259374 | O75030 | AlphaScreen MITF homodimerization, bead proximity signal; in the data active = inhibition above about 50%;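 also: 0% = vehicle wells with protein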
TEAD-YAP inh – TEAD-YAP interaction inhibition; 1.4% of 640,000 active; inhibition, % at 9.12 µM; AID 1259422; HEK-TIYL cells, TEAD-Gal4/YAP UAS-luciferase luminescence; in the data active = inhibition above about 32%;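 also: 0% = median of test compound wells and 100% = reference inhibitor wells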
GPR151 activ – human GPR151 activation; PathHunter beta-arrestin GPR151 cells, luminescence; activation, % at 11.2 µM; 1% of 650,000 active; AID 1508602; in the data active = activation above about 4.9%;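 also: 0% = median of compound wells and 100% = cells with positive control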
Target sequence (Q8TDV0 whole entry, looked up): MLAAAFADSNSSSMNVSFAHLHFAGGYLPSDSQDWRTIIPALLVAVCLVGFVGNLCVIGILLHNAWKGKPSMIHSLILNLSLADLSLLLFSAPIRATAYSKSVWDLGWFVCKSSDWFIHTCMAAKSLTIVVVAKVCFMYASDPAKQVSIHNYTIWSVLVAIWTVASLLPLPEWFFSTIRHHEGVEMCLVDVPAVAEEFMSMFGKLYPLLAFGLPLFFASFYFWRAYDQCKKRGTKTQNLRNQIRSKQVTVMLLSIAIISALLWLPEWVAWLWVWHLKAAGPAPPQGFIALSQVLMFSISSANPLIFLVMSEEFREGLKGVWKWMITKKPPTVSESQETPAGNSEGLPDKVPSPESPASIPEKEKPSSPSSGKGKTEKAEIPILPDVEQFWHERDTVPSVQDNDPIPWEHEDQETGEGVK
* = called active by the depositor.

SMILES	FBW7 activator	MITF primary	TEAD-YAP inh	GPR151 activ
CC(C)CNS(=O)(=O)c1ccc(OCC(=O)NCc2ccccn2)cc1	0.5	3.2	-3.2	-1.4
O=C(c1ccco1)N1CCN=C1SCc1ccccc1Cl	1.0	-4.8	-5.0	-0.6
CCOC(=O)N1CCN(S(=O)(=O)c2ccc(C(=O)Nc3c(C(N)=O)oc4ccccc34)cc2)CC1	0.1	-2.3	-1.9	0.6
N#C/C(=C/c1cc[nH]c1)C(N)=S	-0.2	3.0	5.5	-0.7
COc1ccc(C2Nn3c(C)nnc3SC2C(=O)Nc2cccc(C(F)(F)F)c2)cc1 (configuration not stated)	-0.1	-7.5	5.8	-0.1
NC(=O)c1c(NC(=O)c2ccccc2Br)sc2c1CCCC2	0.0	-6.9	-24.0	0.1
COC(=O)C1=C(N)OC2=C(C(=O)CC(C)(C)C2)C1c1ccc(SC)cc1 (configuration not stated)	0.1	4.3	6.7	0.4
O=C(CN(C(=O)c1csnn1)c1ccc(F)cc1)NCCc1ccccc1	0.4	0.2	7.3	-0.1
O=C1CC(c2ccc(Br)cc2)C2=C(CCCC2=O)N1 (configuration not stated)	0.0	9.3	6.0	0.4
Cc1ccc(C(=O)NCc2ccco2)cc1S(=O)(=O)Nc1ccccc1	0.9	22.2	11.6	-1.5
CC(=O)CC(=O)N1CCN(c2ccc(F)cc2)CC1	0.1	13.7	5.0	0.1
COc1ccc(-n2nc(C(=O)NCCCOC(C)C)c3c4ccccc4n(C)c3c2=O)cc1	0.1	1.5	1.7	-0.7

Of the compounds above, these contain bromine:
SMILES	FBW7 activator	MITF primary	TEAD-YAP inh	GPR151 activ
NC(=O)c1c(NC(=O)c2ccccc2Br)sc2c1CCCC2	0.0	-6.9	-24.0	0.1
O=C1CC(c2ccc(Br)cc2)C2=C(CCCC2=O)N1 (configuration not stated)	0.0	9.3	6.0	0.4

Next results.
SMILES	FBW7 activator	MITF primary	TEAD-YAP inh	GPR151 activ
CCOc1ccc(C2C3=C(CC(C)(C)CC3=O)Nc3c2c(=O)n(C)c(=O)n3C)cc1 (configuration not stated)	-0.1	-6.9	-0.6	0.1
CCOc1ccc(S(=O)(=O)N(CC(=O)Nc2ccc(OC)c(OC)c2)c2ccccc2)cc1	0.2	17.6	6.1	1.4
Nc1ccccc1SCC(=O)NC(c1ccccc1)c1ccccc1	-0.1	-1.7	-10.7	2.7
O=C(CSc1nnnn1-c1ccccc1)Nc1nc2ccc([N+](=O)[O-])cc2s1	0.1	6.9	1.2	1.1
COc1ccccc1C(=O)Nc1nnc(-c2ccc3c(c2)CCCC3)o1	0.1	9.7	-8.3	-1.3
CCN(CC)S(=O)(=O)c1cc(C(=O)Nc2ccc(F)cc2)ccc1Br	-0.1	9.2	-17.3	-0.6
O=C(c1ccc(F)cc1)c1ccc(N2CCOCC2)cc1	0.2	8.9	-39.4	-1.4
CCNc1nc(N)nc(Oc2ccc(OCCOc3ccccc3)nn2)n1	0.3	20.8	9.4	1.4
COc1ccccc1NC(=O)CN1CCN(CC(=O)Nc2ccc(OC)c(OC)c2)CC1	0.1	8.7	3.7	0.0
Cc1ccc(CN2CCN3C(=O)[C@H](Cc4cnc[nH]4)NC(=O)[C@H]3C2)cc1F	0.0	16.3	2.8	1.0
CC1=C(C(=O)N2CCCC2)C2(CCC(C)CC2)OC1=O (configuration not stated)	0.5	-0.3	4.1	-0.5
FC(F)(F)c1cccc(NC(=S)N(CCCN2CCCC2)Cc2ccco2)c1	0.1	-1.2	19.3	2.7

Whole records from above. Order of screens: FBW7 activator	MITF primary	TEAD-YAP inh	GPR151 activ
`CCOc1ccc(C2C3=C(CC(C)(C)CC3=O)Nc3c2c(=O)n(C)c(=O)n3C)cc1` (configuration not stated) across the screens: -0.1	-6.9	-0.6	0.1
`Cc1ccc(CN2CCN3C(=O)[C@H](Cc4cnc[nH]4)NC(=O)[C@H]3C2)cc1F` across the screens: 0.0	16.3	2.8	1.0
`FC(F)(F)c1cccc(NC(=S)N(CCCN2CCCC2)Cc2ccco2)c1` across the screens: 0.1	-1.2	19.3	2.7

Remaining list, next part:
SMILES	FBW7 activator	MITF primary	TEAD-YAP inh	GPR151 activ
O=C(NCCCN1CCCCC1)C1CC(=O)N(C2CCCCC2)C1 (configuration not stated)	0.4	20.0	12.0	-1.0
CCOC(=O)c1c(NC(=O)/C=C/C(=O)O)sc(C)c1CC	-0.2	5.6	24.0	2.2
Cc1ccc(/C=C/C(=O)N2CCN(c3ccccc3)CC2)o1	0.6	17.4	10.3	0.6
CC1CCN(S(=O)(=O)c2ccc(NC(=O)COc3ccc4ccccc4c3)cc2)CC1	0.2	-6.0	7.2	0.0
COc1ccc(C(=O)COc2cccc3ccccc23)cc1	0.7	2.3	-42.3	-0.4
COc1cc(OC)c(C2C(C#N)=C(N)Oc3n[nH]c(-c4ccccc4)c32)c(OC)c1 (configuration not stated)	-0.3	6.8	4.7	-1.0
Cc1ccc(S(=O)(=O)N2CCN(C(=O)c3ccccc3)CC2)cc1	-0.1	-7.6	-2.8	-0.4
Nc1ccnc(N2CCN(c3ccccn3)CC2)n1	-0.1	-2.8	2.6	0.1
CCOC(=O)C1CCN(c2cnccn2)CC1	0.1	7.7	-5.4	0.1
COc1ccc(CNc2ccc3c(c2)ncn3-c2ccc(C)cc2)cc1OC	-0.1	10.7	-42.5	1.2
CN(CC(=O)Nc1ccc(F)cc1)S(=O)(=O)c1cc2c(cc1Cl)NC(=O)CO2	0.7	9.3	2.0	-0.4
Cc1ccc(NC(=O)Nc2ccccc2[N+](=O)[O-])cc1Cl	-0.3	3.4	-58.2	-0.3

Limited to TEAD-YAP inh, FBW7 activator and MITF primary, for two of the compounds above:
SMILES | TEAD-YAP inh | FBW7 activator | MITF primary
COc1ccc(CNc2ccc3c(c2)ncn3-c2ccc(C)cc2)cc1OC | -42.5 | -0.1 | 10.7
CN(CC(=O)Nc1ccc(F)cc1)S(=O)(=O)c1cc2c(cc1Cl)NC(=O)CO2 | 2.0 | 0.7 | 9.3

(next part)
SMILES	FBW7 activator	MITF primary	TEAD-YAP inh	GPR151 activ
COc1cc(/C=C/C(=O)N2CCOCC2)c([N+](=O)[O-])cc1OC	0.2	-2.4	1.3	1.5
CCOC(=O)c1ccc(NS(=O)(=O)c2cc(C)ccc2OC)cc1	0.0	-4.0	8.9	1.2
CCOC(=O)c1cc2oc(C)cc2n1CC(=O)NCCc1ccccc1	-0.2	3.5	-2.6	-0.5
Cc1cc(Br)ccc1OCC(=O)NNC(=O)NC1CCCCC1	0.0	-12.1	-10.4	-0.2
COc1ccc(CNC(=O)Nc2cccc(Cl)c2C)cc1	0.1	1.4	-14.3	-0.3
CCOC(=O)CSc1nc2ccc(N3CCOCC3)cc2c(=O)n1Cc1ccccc1	0.0	0.0	-30.3	-1.5
Cc1ccccc1-n1nc2c(c1NC(=O)c1c(-c3ccccc3Cl)noc1C)CS(=O)(=O)C2	0.9	19.6	7.6	-3.1
Cc1ccc(C)c(N2C(=O)c3cccc([N+](=O)[O-])c3C2=O)c1	0.8	14.6	19.9	-2.0
COc1cccc(NC(=O)Cn2c(=O)sc3ccccc32)c1	0.0	0.5	11.2	-0.3
COCCn1c(SCC(=O)Nc2nc(C)cs2)nnc1-c1ccccc1	-0.1	-7.7	2.2	-1.2
CC1=C(c2ccc(C)cc2)S(=O)(=O)NC1=NC1CCCC(C)C1C (configuration not stated)	-0.1	-7.9	-17.8	0.0
COc1cc(NC(=O)COc2ccc(Br)cc2Br)c(OC)cc1Cl	0.7	4.5	3.4	0.9
Cc1ccc(/C(O)=C/c2nc3ccccc3[nH]c2=O)cc1	0.1	-0.5	-31.7	-1.6
CC(C)c1ccc(NC(=O)C2C3C=CC4(O3)C2C(=O)N(C(C)CCc2ccccc2)C4C(=O)NC2CCCC(C)C2C)cc1 (configuration not stated)	0.0	3.3	11.5	-0.9
CC1CCC(N2CC(=O)N(CCC3=CCCCC3)C(c3ccc(F)cc3)C2=O)CC1 (configuration not stated)	0.0	2.1	10.2	0.4
CC(C)Cc1nn2c(N)c(C=C3C=C(Cl)C(=O)C(Cl)=C3)c(=O)nc2s1	0.1	6.0	4.8	-1.8
CC(=O)Cc1cnc2ncnn2c1	-0.1	-12.7	-0.2	-0.9
Brc1ccc2c(c1)[C@@H]1C=CC[C@@H]1[C@H](c1ccncc1)N2	-0.1	3.8	-21.6	0.5
CC1CN(C(=O)c2cccc(F)c2)C(C)CN1C(=O)c1cccc(F)c1 (configuration not stated)	0.1	0.2	-4.9	-0.4
Cc1cc(C)c2sc(N3CCN(S(=O)(=O)c4cccs4)CC3)nc2c1	0.0	6.2	0.1	-1.1
COC(=O)c1ccc(NC(=O)Cc2noc3ccc(C)cc23)cc1	-0.1	0.2	4.1	2.2
CCOc1ccc2nc(N3CCCC(O)C3)c(C#N)cc2c1 (configuration not stated)	0.0	-5.8	0.2	-0.5
O=C(Nc1ccccc1C(=O)O)c1cccc(N2C(=O)c3ccccc3C2=O)c1	0.0	16.7	-5.1	-2.1
S=c1n(CNc2ccccc2Br)c2ccccc2n1CNc1ccccc1Br	0.2	7.5	-15.8	1.2
O=C(O)CCC(=O)N1c2ccccc2NC2=C(C(=O)CC(c3ccc(F)cc3)C2)C1c1cccs1 (configuration not stated)	-0.2	2.6	14.3	0.1
O=C(Nc1cc(Oc2ccc3c(c2)CCC3)cc([N+](=O)[O-])c1)c1nn2c(C(F)(F)F)c3c(nc2c1Cl)-c1ccccc1CC3	-0.2	4.1	4.8	-1.0
CCOc1ccc(C2=NC(c3ccc(C(=O)OC)cc3)NC(c3cc(Cl)ccc3O)C2)cc1 (configuration not stated)	-0.1	-0.7	1.3	0.4
C[C@@H]1CN(C2CCC(=O)N(Cc3ccccc3Cl)CC2)C[C@H](C)O1 (some centres not stated)	0.9	4.8	-0.2	0.1
CCOC(=O)c1c(NC(=O)c2nc3ccccc3s2)sc(C)c1C	0.0	6.8	-4.4	0.7
COc1ccc(-n2nc3c(c2NC(=O)C24CC5CC(CC(C5)C2)C4)CSC3)cc1	-0.1	-1.6	-4.6	-0.6
COc1ccc(/C=C(\C#N)C(=O)NCc2ccccc2)c(OC)c1OC	-0.1	6.5	-10.9	-0.1
COc1ccc(CCCC(=O)N/N=C\c2ccc(N(C)C)cc2)cc1	0.0	-2.9	3.2	-0.1
CC1CCCCC1NC(=O)Cn1ncc2c1-c1ccccc1OC2 (configuration not stated)	0.1	-4.1	-4.1	-1.6
NC(=O)/C(=C/c1ccc2c(c1)OCO2)NC(=O)c1ccco1	-0.2	3.6	1.6	0.1
O=C(Nc1ccc(N2CCOCC2)c(Cl)c1)c1ccc(-c2ccc(F)cc2)o1	0.1	8.5	6.7	0.7
COc1ccc2nc(SCC(=O)Nc3c(C)cccc3C)[nH]c2c1	0.8	4.9	-11.8	1.1
Cc1ccccc1C1(CC(=O)N2CC3CCC2C3)CC(=O)N(Cc2cccnc2)C1=O (configuration not stated)	0.0	22.7	-9.4	-1.8
COc1cccc(CNC(=O)c2cnc(-c3ccccn3)nc2C(F)(F)F)c1	0.0	-2.9	8.4	0.7
O=C(Cn1nnc(-c2ccc(F)cc2)n1)NCc1ccc(F)cc1	0.2	-8.3	6.5	-0.1
Cc1cccc(C)c1NC(=O)CN1CCC(NC(=O)C(C)(C)C)CC1	0.1	-23.0	-13.8	0.1
O=C(CCCCn1c(=O)[nH]c2ccccc2c1=O)NC1CCN(Cc2ccccc2)CC1	1.2	12.2	1.6	-0.3
O=[N+]([O-])c1ccc2c(c1)S(=O)(=O)NC2=NCc1ccccc1	1.4	13.2	6.9	-1.3
CC(=O)Oc1cccc2ccc(=O)[nH]c12	0.1	1.6	-2.4	0.0
Cc1cccc(Nc2nnc(SCC(=O)NC(N)=O)s2)c1C	0.4	11.0	-2.4	-0.9
Cc1c(C(=O)N2CCc3c(nc(N4CCCC4)[nH]c3=O)C2)cnn1C	0.0	-49.4	6.4	0.5
CCCCOc1ccc(C(=O)NC2CS(=O)(=O)CC2Cl)cc1 (configuration not stated)	-0.1	-0.4	-2.6	-0.1
CCOC(=O)c1ccc(CN(Cc2ccc(F)cc2)S(=O)(=O)c2cc(C(=O)Nc3cccc(C(F)(F)F)c3)ccc2F)cc1	0.0	6.4	3.6	0.2
CC(=O)c1c(C)nn(C(=O)c2cccc([N+](=O)[O-])c2)c1C	0.0	0.1	4.9	-1.1

Reprinted from the part before: 2 entries; new compounds follow.
SMILES	FBW7 activator	MITF primary	TEAD-YAP inh	GPR151 activ
CCOC(=O)c1ccc(CN(Cc2ccc(F)cc2)S(=O)(=O)c2cc(C(=O)Nc3cccc(C(F)(F)F)c3)ccc2F)cc1	0.0	6.4	3.6	0.2
CC(=O)c1c(C)nn(C(=O)c2cccc([N+](=O)[O-])c2)c1C	0.0	0.1	4.9	-1.1
CCOC(=O)c1ccc(NC(=S)N(CCCNC2=CC(=O)CC(C)(C)C2)C2CCCCC2)cc1	-0.2	4.0	-8.9	1.3
Cc1[nH]c(=O)[nH]c(=O)c1NC(=O)CSc1nccc(-c2ccccc2)n1	-0.1	-4.8	1.1	-0.3
CCn1cc(CN(C)C(=O)/C=C/c2ccc([N+](=O)[O-])cc2)c(C)n1	-0.3	5.6	-0.1	-1.1
O=C(c1ccccc1)c1c(O)cc(-c2ccccc2)oc1=O	0.0	-10.2	-8.8	-1.0
CC(=O)Oc1ccc(N2C(=O)C3C4CCCC4=C4CCCC4C3C2=O)cc1 (configuration not stated)	0.0	-9.3	4.3	0.3
O=c1c2ccccc2ncn1CCOCCOc1ccc(Cl)cc1Br	0.8	3.0	-6.5	0.4
O=C(CSc1nnc(-c2ccc(Cl)s2)o1)N1CCCc2ccccc21	-0.1	6.3	-0.9	-0.6
CC1CCCCC1NC(=O)C1CCN(S(=O)(=O)c2ccc(-n3cnnn3)cc2)CC1 (configuration not stated)	0.1	-5.9	-2.3	0.2
COc1ccc(CN2CCc3nnc(CCNC(=O)c4ccc(C)cc4C)n3CC2)c(O)c1	0.0	0.7	-12.4	1.6
